# CHOP inhibitor = inhibitors of CHOP promoter induction, primary screen, cell-based, unfolded protein response, luciferase reporter; actives 3.8% (n = 220,000); inhibition, % at 10 µM; AID 2732, 2010; CHO-K1 CHOP-promoter luciferase, tunicamycin-induced, 15-18 h;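 active means compounds that reduced the stress-induced luciferase reporter signal by more than about 70% of percent inhibition, limit read from the data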;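 further: 0% = tunicamycin plus vehicle and 100% = wells without tunicamycin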
# TRPML3 agonist = human TRPML3 channel agonists, primary screen, cell-based, HEK293 TRPML3-YFP, Fluo-8 calcium fluorescence, 3 µM. 100% = the carbachol control signal. activation, % at 3 µM. actives 0.29% (n = 220,000). AID 1448, 2008;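 active means activation above its plate's cutoff, the mean activation of the plate's test wells plus 3 SD, cut at about 12% in these data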;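 further: 0% = DMSO only wells and 100% = carbachol wells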
#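 Material: TRPML3-YFP stable HEK293 cells | Dosing: One concentration, 3 µM nominal, 0.3% DMSO | Timing: 125 s total fluorescence read per well | Technique: Fluo-8 calcium dye fluorescence, ex 470-495, em 515-575 nm | Measure: Percent activation from peak-to-basal fluorescence ratio, scaled between DMSO and carbachol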
# EP2 modulator = EP2 receptor modulators, cAMP readout, primary screen, cell-based, HTRF cAMP, PGE2 stimulation; induction, % at 25 µM; EP2-expressing cells, cAMP HTRF FRET, PGE2 co-stimulation; actives 0.83% (n = 260,000); AID 940, 2007;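 active means compounds whose cAMP rise, as percent of the full-agonist control response, exceeds 60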;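 further: rat C6 glioma line stably carrying human EP2 under a CMV promoter; the protocol text gives 20 µM as final concentration; 100% = response of wells given 1 µM PGE2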
# TRPN1 ag = zebrafish TRPN1 channel agonists, primary screen, cell-based, HEK293, calcium fluorescence; transient receptor potential cation channel N1 (TRPN1/NompC), Danio rerio; activation, % at 3 µM; HEK293 zebrafish TRPN1-YFP, Fluo-8 calcium fluorescence; 100% = response to 87 µM carbachol; actives 0.18% (n = 220,000); AID 1424, 2008;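 active means activation above its plate's cutoff, the mean activation of test wells on that plate plus 3 SD, cut at about 19% in these data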;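 further: 0% = DMSO alone and 100% = 87 µM carbachol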
#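 Material: zebrafish TRPN1-YFP in HEK293 cells. Doses: one dose of 3 µM, 0.3% DMSO. Incubation: dye 1 h 37 °C plus 30 min RT. Measured by: intracellular calcium fluorescence with Fluo-8.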
# S1P4 antagonist = S1P4 receptor antagonists, primary screen, cell-based | actives 0.26% (n = 220,000) | inhibition, % at 4.98 µM | S1P4-expressing cells, antagonist mode, reporter read-out | AID 1510, 2009; in the data active means inhibition above about 29%;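 further: 0% = wells stimulated with agonist and 100% = vehicle wells without agonist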
# NPY-Y2 PAM-ag = NPY-Y2 potentiators or agonists, primary screen, cell-based; Neuropeptide Y receptor type 2 (Homo sapiens), P49146; cells expressing NPY-Y2, potentiator/agonist read-out; activation, % at 3.6 µM; AID 1359, 2008; actives 0.45% (n = 220,000); in the data active means activation above about 27%;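 further: cells stimulated with NPY near EC25 plus isoproterenol at EC100; 0% = vehicle plus submaximal agonist and 100% = vehicle plus saturating agonist; some results beyond the cut were filed as inactive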
# Target sequence (P49146 whole entry, looked up): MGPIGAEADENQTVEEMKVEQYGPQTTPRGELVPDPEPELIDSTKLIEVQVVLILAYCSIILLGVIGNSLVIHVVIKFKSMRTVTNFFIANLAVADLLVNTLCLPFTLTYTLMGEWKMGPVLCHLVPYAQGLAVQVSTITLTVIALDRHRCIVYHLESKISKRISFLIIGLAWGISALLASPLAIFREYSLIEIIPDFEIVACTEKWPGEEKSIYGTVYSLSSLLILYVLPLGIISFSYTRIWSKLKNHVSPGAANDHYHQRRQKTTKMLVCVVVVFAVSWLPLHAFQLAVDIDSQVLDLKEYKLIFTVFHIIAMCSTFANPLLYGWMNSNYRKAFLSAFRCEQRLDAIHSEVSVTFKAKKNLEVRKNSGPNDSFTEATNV
# S1P4 agonist = S1P4 receptor agonists, primary screen, cell-based. actives 0.35% (n = 220,000). Sphingosine 1-phosphate receptor 4 (Homo sapiens), O95977. activation, % at 4.98 µM. S1P4-expressing cell line, agonist reporter assay; in the data active means activation above about 11%;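 further: 0% = DMSO vehicle and 100% = reference agonist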
# NPY-Y1 PAM-ag = NPY-Y1 receptor potentiators or agonists, primary screen, cell-based; Neuropeptide Y receptor type 1 (Homo sapiens), P25929; NPY-Y1 expressing cells, potentiator/agonist activation; activation, % at 3.6 µM; actives 0.37% (n = 220,000); in the data active means activation above about 33%, passing the limit was not always enough;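 further: cells stimulated with NPY at EC10 then isoproterenol at EC100; 0% = low agonist plus stimulus and 100% = saturating agonist plus stimulus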
# Target sequence (P25929 whole entry, looked up): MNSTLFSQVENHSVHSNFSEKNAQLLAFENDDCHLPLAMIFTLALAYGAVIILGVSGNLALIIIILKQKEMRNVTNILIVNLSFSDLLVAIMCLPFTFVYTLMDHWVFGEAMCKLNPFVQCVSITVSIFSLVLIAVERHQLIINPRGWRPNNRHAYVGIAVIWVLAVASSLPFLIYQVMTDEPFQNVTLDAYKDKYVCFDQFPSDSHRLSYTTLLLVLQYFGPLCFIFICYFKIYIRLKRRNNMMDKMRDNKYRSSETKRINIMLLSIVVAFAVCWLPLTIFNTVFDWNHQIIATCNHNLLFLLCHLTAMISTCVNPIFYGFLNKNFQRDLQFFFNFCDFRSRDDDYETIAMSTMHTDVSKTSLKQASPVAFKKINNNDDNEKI
# NPY-Y1 antag = NPY-Y1 receptor antagonists, primary screen, cell-based; HEK293-CNG Y1 cells, membrane potential fluorescence; NPY at EC95, then isoproterenol; inhibition, % at 3.6 µM; actives 1% (n = 200,000);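 active means inhibition above the campaign mean inhibition of all tested compounds plus 3 SD, cut at about 20% in these data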;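 further: 0% = DMSO wells given NPY plus isoproterenol and 100% = isoproterenol alone without NPY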
#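 Material: HEK293 cells with Y1 receptor plus CNG channel; times: compound incubation 1 h at room temperature, readout 45 min post-stimulation; signal: fluorescence, membrane potential probe; read-out basis: fluorescence ratio normalized to % inhibition between controls; benchmarks: full-block control isoproterenol-only wells, zero-block control NPY plus isoproterenol wells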
# * marks the source's active call; other numbers are inactive results; x = no result given; & = joins results of further samples.
SMILES,CHOP inhibitor,TRPML3 agonist,EP2 modulator,TRPN1 ag,S1P4 antagonist,NPY-Y2 PAM-ag,S1P4 agonist,NPY-Y1 PAM-ag,NPY-Y1 antag
COc1ccc(NC(=S)N/N=C/c2cccn2Cc2ccc(F)cc2)cc1,28,-0.3,9,-0.9,-3,42*,-0.3,20,2
COc1ccc(NC2=NC3(CCCCC3)N=C(N)N2)cc1,3,0.3,8,3.0,-34,-7,2.6,8,3
CCOc1c2ccc(C(=O)NCCCCc3ccccc3)cc2nn1CC,-9,0.2,-17,-0.1,-5,-15,0.0,-15,1
Cc1[nH]c2ccccc2c1C(=O)CSc1n[nH]c(N)n1,-4,0.9,-11,0.5,-13,4,-1.2,-5,3
Cc1c(Cc2ccccc2)c(=O)oc2cc(OCc3ccc(C(=O)O)cc3)ccc12,0,0.6,56,0.0,-14,5,1.8,13,-1
CC(C)CCOc1ccc(/C=C2\CCn3c2nc2cc(C(=O)O)ccc2c3=O)cc1,90*,0.2,-48,-1.3,-8,11,-3.0,3,-7
Cc1cccc(NC(=S)NC(C)(C)CC(C)(C)C)c1,85*,1.2,37,0.2,-9,-6,1.3,7,2
O=C(CSc1nnnn1-c1ccccc1F)NNC(=O)c1ccco1,-20,0.7,-1,0.6,-12,2,0.6,-11,0
CCn1c(CNC(=O)c2ccc(OC)c(OC)c2)nnc1SCC(=O)Nc1ccc(OC)cc1,-11,0.4,21,0.1,-4,8,1.8,8,5
COc1ccc(-c2nnc(SCC(=O)c3cc(C)n(Cc4cccs4)c3C)o2)cc1,31,0.0,36,-0.3,-1,5,-0.8,2,5
Cc1ccc(-n2c(N)c(Br)c(=O)[nH]c2=O)cc1C,-13,1.1,-17,0.1,13,0,-1.8,-4,-2
Cc1ccc(C)c(-n2c(-c3ccc(Br)cc3)csc2=NC(=O)c2ccccc2F)c1,16,1.2,9,0.3,-5,-46,0.0,-41,x
Cc1nn(-c2ccccc2)c(C)c1/C=N/O,-11,-0.3,39,1.0,5,-3,1.9,-3,5
O=C(/C=C/c1ccc(F)cc1)N1CCN(S(=O)(=O)/C=C/c2ccccc2)CC1,4,0.4,-24,0.6,-21,13,1.1,-1,-7
COc1cc(/C=N\Nc2ccc([N+](=O)[O-])cn2)ccc1OCC(=O)O,-9,0.5,-39,1.5,-3,-15,-0.2,-12,8
CC(C)N1C(=O)NC2(c3ccccc3)N(C)C(=O)N(C)C12c1ccccc1 (stereo not given),0,1.1,36,1.2,-5,-16,0.7,1,3
O=C1c2ccccc2C(=O)N1CCOc1ccccc1,x,-0.3,x,-0.1,0,-11,-2.1,-31,-3
O=S(=O)(/N=C(/Nc1cc(N2CCOCC2)ncn1)c1ccccc1)c1ccccc1,-3,0.5,8,-0.5,-5,1,-1.0,-1,2
CN(C(=O)COC(=O)c1ccc2c(=O)n3c(nc2c1)CCC3)c1ccccc1,-12,0.4,-14,1.4,-2,13,0.6,9,0
COC(=O)c1ccc(NC(=O)CN(c2ccc(C)cc2)S(=O)(=O)c2c(C)n[nH]c2C)cc1,17,2.0,-11,6.9,11,34,-0.6,39*,-11
O=[N+]([O-])c1ccc(N2CCCCC2)cc1SCCO,14,-0.9,-22,-1.6,6,6,1.2,-1,4
COc1ccc(OCc2nnc(SCC(=O)N3c4ccccc4Sc4ccc(Cl)cc43)o2)cc1,11,-0.5,35,-1.0,-1,-1,1.7,4,7
CCOC(=O)Cc1csc(NC(=O)Nc2ccc(C)cc2)n1,-13,1.8,-28,3.5,-2,-2,-0.1,4,x
CCOc1ccc2[nH]cc(C(=O)N3CCN(C4CCCCC4)CC3)c(=O)c2c1,x,1.1,-6,0.5,-31,0,2.0,-5,-3

# 4 records picked at random from the list so far:
SMILES,CHOP inhibitor,TRPML3 agonist,EP2 modulator,TRPN1 ag,S1P4 antagonist,NPY-Y2 PAM-ag,S1P4 agonist,NPY-Y1 PAM-ag,NPY-Y1 antag
O=[N+]([O-])c1ccc(N2CCCCC2)cc1SCCO,14,-0.9,-22,-1.6,6,6,1.2,-1,4
O=C(/C=C/c1ccc(F)cc1)N1CCN(S(=O)(=O)/C=C/c2ccccc2)CC1,4,0.4,-24,0.6,-21,13,1.1,-1,-7
COC(=O)c1ccc(NC(=O)CN(c2ccc(C)cc2)S(=O)(=O)c2c(C)n[nH]c2C)cc1,17,2.0,-11,6.9,11,34,-0.6,39*,-11
CCOc1ccc2[nH]cc(C(=O)N3CCN(C4CCCCC4)CC3)c(=O)c2c1,x,1.1,-6,0.5,-31,0,2.0,-5,-3

# Next section
SMILES,CHOP inhibitor,TRPML3 agonist,EP2 modulator,TRPN1 ag,S1P4 antagonist,NPY-Y2 PAM-ag,S1P4 agonist,NPY-Y1 PAM-ag,NPY-Y1 antag
S=C(NCCN1CCOCC1)NC1CCCCC1,5,0.1,26,2.4,-7,-2,1.3,-9,x
O=c1c(-c2cc3ccccc3o2)[n+]([O-])c2ccccc2n1OCc1ccccn1,27,0.1,-9,0.7,-32,-24,-2.1,-16,7
O=C(c1cccs1)c1cn(CC(=O)N2CCc3ccccc3C2)c2ccccc12,59,0.0,7,-0.3,1,-1,0.4,-13,0
Cc1ccccc1NC(=S)N(C)C1(c2ccccc2Cl)CCCCC1=O (stereo not given),20,0.0,29,-0.2,0,0,-0.1,6,0
CN(C)c1ccc(C=NCCC2(O)CCOC(C)(C)C2)cc1 (stereo not given),34,0.0,-6,1.4,-10,-1,0.3,6,-2
COc1cccc(C2=NC(C)(C)NC(c3ccccc3O)C2)c1 (stereo not given),27,0.2,13,0.4,6,-3,2.5,-10,0
CCCC(=O)N1CCCC(c2nc(-c3cccc(OC)c3)no2)C1 (stereo not given),-21,-1.3,3,-2.0,7,2,-1.3,-1,-2
COc1ccccc1Cc1noc(C(C)(C)NC(=O)c2ccccc2)n1,18,-0.3,26,-0.5,-5,6,3.8,2,2
O=C(O)c1ccccc1C(=O)N1N=C2/C(=C/c3cccc([N+](=O)[O-])c3)CCCC2C1c1cccc([N+](=O)[O-])c1 (stereo not given),13,0.9,-16,0.1,-17,0,-1.0,0,6
CCCS(=O)(=O)N1CCC(C(=O)NC2CCCCC2C)CC1 (stereo not given),-14,0.6,26,2.1,-7,17,-0.6,12,-4
O=C(CN1CCc2ccccc2C1)Nc1ccccc1N1CCCCCC1,53,-0.1,58,-0.7,-10,-8,-0.2,-3,-1
CCOC(=O)c1c(/N=C/c2cc([N+](=O)[O-])ccc2O)sc(C)c1C,25,0.9,-9,1.6,-3,3,0.2,14,3
CCn1c(SCC(=O)Nc2nonc2C)nnc1-c1ccoc1C,17,0.1,38,-0.4,3,-4,0.8,-34,-6
NC(=O)NCc1ccccc1F,13,0.6,17,1.0,-4,-5,0.6,-10,4
Cn1c(C(=O)Nc2ccc3c(c2)OCO3)cc2sccc21,4,-0.4,-26,-0.7,-5,14,2.1,10,-1
CCCN(CC1CC1)C(=O)CSc1ncnc2sc(C)c(C)c12,62,0.4,27,1.7,6,-10,1.7,4,2
CNC(=O)CSc1nnc(-c2ccc(S(=O)(=O)N3CCCC3)cc2)n1-c1cccc(C)c1C,16,1.3,10,1.7,-7,6,-2.8,-4,-2
COc1ccc(NC(=O)/C(=C\c2cccs2)NC(=O)c2ccco2)cc1,15,1.7,3,0.8,4,-18,1.5,-4,18
CCNS(=O)(=O)c1ccc(NC(=O)Nc2cccc(C(F)(F)F)c2)cc1,87*,1.9,-17,3.1,2,24,0.7,47*,-11
CC(NC(=O)OC1CCCCC1)N1C(=O)C2C3C=CC(C3)C2C1=O (stereo not given),0,0.4,-24,2.1,-11,-9,-0.8,-17,2
c1ccc(SCCc2ccncc2)cc1,-18,0.4,-33&12,-0.8,-7,-16,-0.6,10,4
CN(CCc1ccccn1)Cc1ccc(Cl)cc1Cl,62,-0.2,35,-0.6,-26,2,0.4,-9,4
O=C(c1cc(N2C(=O)C3C4CCC(C4)C3C2=O)ccc1Cl)N1CCN(c2ccccc2)CC1 (stereo not given),31,2.1,-8,0.3,-3,9,-0.4,-10,7
CCCCNC(=O)Cn1cnc2ccc(S(=O)(=O)N3CCC(C)CC3)cc2c1=O,12,0.6,2,1.7,-2,-5,1.1,10,0
O=C(O)c1cc(NS(=O)(=O)c2ccc(N3CCCCC3)c([N+](=O)[O-])c2)cc(C(=O)O)c1,4,1.2,23,1.3,-12,15,-1.9,-8,0
CCC(=O)Nc1nnc(-c2ccco2)o1,23,-0.7,27,-0.9,-11,5,-2.2,8,-1
CC(=O)NCc1ccc(S(=O)(=O)N/N=C/c2ccc(N(C)C)cc2)cc1,13,0.6,5,2.0,14,16,1.3,12,2
O=C(NCCN1CCN(C(=O)C(c2ccccc2)c2ccccc2)CC1)C(=O)Nc1ccccc1,2,0.1,-2,0.0,22,-29,-0.3,-23,9
Cc1ccc(C)c(-c2cc(C(=O)NCc3cccs3)c3ccccc3n2)c1,41,-0.8,-25,1.1,15,-30,3.3,-49,11
c1cc2cn[nH]c2cc1NC1CCCCCC1,30,-1.2,-8,-1.2,6,17,-0.8,-8,-3
Cc1cc2ccccc2n2c(SCC(=O)Nc3ccc(S(=O)(=O)N4CCC(C)CC4)cc3)nnc12,45,-0.2,-1,0.4,-7,3,0.9,-9,-3
CC(C)OP(=O)(OC(C)C)C(O)c1ccc(N(C)C)cc1 (stereo not given),26,0.5,-7,3.0,5,1,-0.5,1,x
O=C(CCCSc1nc2ccccc2[nH]1)NCc1ccccc1F,-1,0.0,-27,-1.4,-9,-7,1.7,10,1
COc1cc2nc(C3CC3)n(NC(=O)c3ccc(F)cc3)c(=O)c2cc1OC,43,-0.1,14,-0.9,-12,-7,0.2,7,0
Cc1ccc(Oc2ccc(-c3nnc(-c4ccccc4)o3)cc2[N+](=O)[O-])cc1C,48,0.9,-33,-0.3,-2,13,-0.3,-21,-3
CC(C)c1ccc(/C=N/N2CCN(c3ccccn3)CC2)cc1,-19,0.6,12,-0.1,4,10,-0.7,3,x
Cc1ccc(NC2c3ncccc3C(=O)N2Cc2cccs2)cc1C (stereo not given),2,0.0,13,-0.8,-9,2,2.2,15,1
O=C(Nc1ncc(Cc2cccc(Cl)c2)s1)c1cccs1,-6,0.9,-25&19,1.3,-10,-10,3.4,2,0
CCC1(C(=O)OC)NC(c2ccco2)C2C(=O)N(c3ccc(F)cc3)C(=O)C21 (stereo not given),8,1.0,-8,0.2,-1,14,4.1,18,-1
COc1ccccc1C(=O)Oc1ccc(C(C)C)cc1,99*,-0.2,25,-1.6,8,3,-1.7,-16,3

# High-throughput results from PubChem.
